FUS suppressor: qHTS for Suppressors of FUS Proteinopathy: Primary screen using FUS-linked yeast assay. S. cerevisiae FUS-expressing, growth rescue, OD600, 24 h. 0.24% of 390,000 active. AID 1347120, 2019. Potency, µM (series often up to 76.6 µM), for inactives: top-dose growth rescue (activation), actives largely listed as activators;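 note: plate controls were DMSO vehicle for no effect and reference control for full effect; nearly all actives have a fitted effect of over 55% in size; some results filed as inactive show a strong effect at the top dose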
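Read-out: OD at 600 nm after 24hr at 30C, reporting rescue of FUS-induced yeast toxicity. Cells at OD 0.005 in galactose (2%) minimal medium; compounds tested in a dilution series; CP55940 titration from 92uM final as control.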
TDP43 rescue: qHTS of TDP-43 Inhibitors | AID 652104, 2013 | 1.8% of 410,000 active | TDP-43 expressing yeast growth rescue, BacTiter-Glo, 24 h | Potency, µM (titrated, usually from 46.1 µM), for the others: at the top dose growth rescue (activation), usual class: activators; note: % of control where 0% means no effect; nearly all actives have a fitted effect of over 50% in size
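Yeast cells expressing TDP-43 under galactose induction are exposed to compounds for 24 hr at 30 deg C. BacTiter-Glo luminescence measures growth, so protective compounds score as activators.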
PTHR1 agonist: qHTS for PTHR1 Agonists: Primary Screen; HEK293 GP2 PTHR1 cells, GloSensor cAMP luminescence, 1 h; AID 743266, 2014; Parathyroid hormone/parathyroid hormone-related peptide receptor (Homo sapiens), Q03431; 0.075% of 410,000 active; Potency, µM (top dose mostly 115 µM), inactives show at the highest dose activation, actives largely listed as activators; note: nearly all actives have a fitted effect of over 55% in size; some results filed as inactive show a strong effect at the top dose; inactives centre near -15; many of its hits are not listed in these tables
Target sequence (Q03431 whole entry, looked up): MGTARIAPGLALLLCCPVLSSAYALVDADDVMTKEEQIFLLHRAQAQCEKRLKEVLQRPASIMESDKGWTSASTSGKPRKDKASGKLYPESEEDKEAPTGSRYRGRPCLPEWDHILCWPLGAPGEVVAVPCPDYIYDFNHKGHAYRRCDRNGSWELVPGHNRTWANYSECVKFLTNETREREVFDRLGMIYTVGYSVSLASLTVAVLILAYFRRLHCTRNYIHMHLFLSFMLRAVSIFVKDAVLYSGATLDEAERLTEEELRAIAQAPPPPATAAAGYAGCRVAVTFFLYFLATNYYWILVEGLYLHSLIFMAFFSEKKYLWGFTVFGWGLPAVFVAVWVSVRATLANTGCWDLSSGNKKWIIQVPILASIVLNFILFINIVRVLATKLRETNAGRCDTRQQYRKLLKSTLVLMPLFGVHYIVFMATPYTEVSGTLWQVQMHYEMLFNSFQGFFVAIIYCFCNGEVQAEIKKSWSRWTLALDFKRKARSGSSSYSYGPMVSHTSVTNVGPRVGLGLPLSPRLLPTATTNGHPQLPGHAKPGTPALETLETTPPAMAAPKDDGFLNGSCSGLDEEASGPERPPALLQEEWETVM
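HEK-293-derived GP2 cells expressing PTHR1 and a GloSensor cAMP reporter, 3,000/well, plated overnight, given luciferin plus IBMX (each 0.5 mM as added) for 1 h at 37 °C, then compound for 1 h at 37 °C. Luminescence was read after 15 min at room temperature.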
Starred values were filed as active, the others as inactive; i = inactive; ? = inconclusive; [ ] = dose if it differs, or a comment. Calls come from the whole dose curve; as a rule, active = well fitted curve in the direction sought with a large enough effect; inconclusive = small, poorly fitted or top-dose-only effect, or another doubt; inactive = no such curve, though single readings can be large; an effect the other way counts as inactive or inconclusive. Potency is the fitted concentration of half-maximal effect. This is a subset; rates above refer to the full screens.

SMILES | FUS suppressor | TDP43 rescue | PTHR1 agonist
COc1ccccc1NC(=O)c1sc(-c2ccc(Cl)cc2)cc1N | 9.4% | ? | i
CCOc1ccc(CCNC(=O)c2cnc3sc(N(CC)CC)nn3c2=O)cc1OCC | 7.5% | 8.9% | ?
Cc1cccc(NS(=O)(=O)c2ccc(Cl)c(C(=O)Nc3ccccc3C)c2)c1 | 14.7% | 25.3% | i
O=C(Nc1ccc(F)c(Cl)c1)c1cc(S(=O)(=O)N2CCCc3ccccc32)ccc1F | 22.0% | 4.7% | -60.1%[inhibitor]
CC(=O)c1ccc(NC(=O)c2c3c(nc4ccccc24)C(=O)N(C2CCCCC2)C3)cc1 | 19.0% | 0.6% | i
Cc1ccc(-c2csc(-c3c(N)c(C(=O)c4ccc5c(c4)OCO5)n4ccccc34)n2)cc1C | -6.2% | 6.9% | -17.9%
CCN(C(=O)Cn1cc(S(=O)(=O)N2CCN(c3ccccc3F)CC2)c2ccccc2c1=O)c1ccc(C)c(C)c1 | 40.5% | 2.8% | -24.1%
CCOc1ccc(-c2nc(C#N)c(NCCCOC)o2)cc1 | 7.8% | 10.2%[9.22 µM] | -27.7%
Cc1c(C(=O)Nc2cccc(Cl)c2)oc2ccc(S(=O)(=O)N3CCCCCC3)cc12 | -12.0% | 23.9% | i
COC(=O)c1scc(-c2ccc(C)cc2)c1S(=O)(=O)Nc1ccc(F)cc1F | 36.8% | ? | -5.1%

Two entries from above, field by field:
O=C(Nc1ccc(F)c(Cl)c1)c1cc(S(=O)(=O)N2CCCc3ccccc32)ccc1F
  FUS suppressor: 22.0% | TDP43 rescue: 4.7% | PTHR1 agonist: -60.1%[inhibitor]

CC(=O)c1ccc(NC(=O)c2c3c(nc4ccccc24)C(=O)N(C2CCCCC2)C3)cc1
  FUS suppressor: 19.0% | TDP43 rescue: 0.6% | PTHR1 agonist: i

The results go on:
SMILES | FUS suppressor | TDP43 rescue | PTHR1 agonist
O=C(Nc1ccc(OC(F)(F)F)cc1)C(NS(=O)(=O)c1cccc2nsnc12)c1ccccc1 (stereo not drawn) | 38.1% | 3.6% | -45.5%[inhibitor]
CCn1cc(C(=O)NCc2ccccc2)c(=O)c2cc(S(=O)(=O)N3CCc4ccccc4C3)ccc21 | ? | -17.3% | i
CCN1C(=O)c2ccccc2S(=O)c2ccc(C(=O)N3CCN(c4cccc(Cl)c4)CC3)cc21 (stereo not drawn) | 36.8% | 17.1% | -27.8%
CCOc1cc2c(cc1OCC)C(CC(=O)OC)N(C(=O)Nc1cc(C)cc(C)c1)CC2 (stereo not drawn) | -4.7% | 13.5% | -5.7%
CCOc1ccc(CNC(=O)c2cc(=O)[nH]c3ccc(S(=O)(=O)N4CCCC4)cc23)cc1 | -5.5% | 9.7% | 0.3%
COc1ccc(S(=O)(=O)c2cc(NS(=O)(=O)c3ccc(Cl)cc3)c(C)c(C)c2O)cc1 | -1.1% | 6.2% | -25.9%
COc1cccc(NC(=O)C2CCN(S(=O)(=O)c3c(C)noc3/C=C/c3cccs3)CC2)c1 | 33.7% | 14.9% | -13.4%
COc1ccc(CCNC(=O)Cn2c(=O)cc(C(F)(F)F)c3c(C)nn(C)c32)cc1OC | 7.1% | 22.2% | i
CN(C(=O)Nc1cn(C)c(=O)c2ccccc12)c1ccccc1 | -1.0% | ? | -6.4%
CCOc1ccc(NC(=O)CN2CCN(S(=O)(=O)c3ccc(OC)cc3)CC2)cc1 | 23.3% | 6.9% | -22.6%

SMILES | FUS suppressor | TDP43 rescue | PTHR1 agonist
Cc1cccc(Cn2c(CN3CCC(C(=O)NCc4ccccc4Cl)CC3)cc3ccccc32)c1 | 21.8% | 3.7% | i
CCc1ccc(-n2nc(C)c3c(C)cc(=O)n(CC(=O)Nc4ccc(C(C)=O)cc4)c32)cc1 | 2.1% | 6.4% | -2.0%
CCc1ccccc1Nc1nc2ccccc2n2cnnc12 | -5.5% | 12.6µM* | -5.6%
CCCCCn1c(CCNC(=O)c2cccc(C)c2)nc2ccccc21 | -13.1% | 27.0% | -15.9%
O=C(CSc1nnc(-c2ccccc2F)o1)Nc1cccc(C(F)(F)F)c1 | 13.8% | ? | -46.2%[inhibitor]
Cc1ccc(NC(=O)c2cc3ccccn3n2)cc1F | -13.0% | -18.0% | -43.1%[inhibitor]
CCOC(=O)c1ccc(NC(=O)CSc2nc3ccccc3c(=O)n2CCNC(C)=O)cc1 | -13.9% | 6.5% | i
Cc1ccc(Cl)cc1NC(=O)Nc1cccc(OCc2cc(=O)n3ccccc3n2)c1 | -18.4% | 10.6% | -17.2%
O=C(CSC1=Nc2ccccc2N=C(c2ccc(F)cc2)C1)NCc1ccc(Cl)cc1 | 17.1% | 19.2% | -0.1%
O=C(C1CC1)N1CCc2cc(Br)cc(S(=O)(=O)N3CCN(c4ccccc4)CC3)c21 | -21.1% | 21.2% | -22.7%

Reformatted with each value named: 2 of the compounds above
Cc1ccc(Cl)cc1NC(=O)Nc1cccc(OCc2cc(=O)n3ccccc3n2)c1
  FUS suppressor = -18.4%	TDP43 rescue = 10.6%	PTHR1 agonist = -17.2%
Cc1ccc(NC(=O)c2cc3ccccn3n2)cc1F
  FUS suppressor = -13.0%	TDP43 rescue = -18.0%	PTHR1 agonist = -43.1%[inhibitor]

The list goes on:
SMILES | FUS suppressor | TDP43 rescue | PTHR1 agonist
Cc1cc(OC(C)C(=O)N2CCC(c3nc4ccccc4o3)CC2)ccc1Cl (stereo not drawn) | ? | 25.1µM* | -23.7%
O=C(Nc1cccc(C(F)(F)F)c1)c1cccc(C(=O)Nc2cccc(C(F)(F)F)c2)c1 | -6.5% | 8.4% | i
O=S(=O)(c1ccccc1)c1nnn2c1nc(NCc1ccc(Cl)cc1)c1sccc12 | -13.0% | -5.3% | -9.7%
COc1ccc(NC(=O)Cn2cc(S(=O)(=O)c3ccccc3)c(=O)c3cc(C)ccc32)cc1Cl | 9.6% | 10.8% | -55.2%[inhibitor]
COc1cccc(CNC(=O)c2ccc3nc(-c4ccccc4)c(-c4ccccc4)nc3c2)c1OC | 5.2% | 25.1% | i
COc1ccc(CCNC(=O)C2CCN(S(=O)(=O)c3c(C)noc3/C=C/c3ccc(C)cc3)CC2)cc1OC | 2.6% | 21.1% | -34.6%[inhibitor]
COc1ccc(OC)c(NC(=O)CCCOc2cc(=O)n(C)c3ccccc23)c1 | 30.2% | 0.0% | -59.2%[inhibitor]
O=c1cc(-c2ccccc2)c2ccc3c(c2o1)CN(Cc1cccc(Cl)c1)CO3 | 9.5% | -1.6% | -24.9%
O=C(Nc1cccc(C(=O)OCc2cc(=O)n3c4c(sc3n2)CCCC4)c1)c1cccc(Cl)c1 | -10.3% | -2.7% | i
Cc1cc(C)cc(NC(=O)CSc2nnc(CNC(=O)c3c(F)cccc3Cl)o2)c1 | -6.1% | 23.7% | i

SMILES | FUS suppressor | TDP43 rescue | PTHR1 agonist
COc1ccc(OC)c(CNC(=O)c2c(C)oc3ncn(C)c(=O)c23)c1 | -1.4% | 7.0% | -15.2%
CCc1ccc(S(=O)(=O)NCCc2csc3nc(-c4ccccc4)nn23)s1 | 30.4% | 22.4µM* | -0.2%
CCN(CC)c1ccc(NC(=O)C2CCN(S(=O)(=O)c3cnc[nH]3)CC2)c(C)c1 | -6.8% | 6.5% | i
O=C(CSc1nc2c([nH]c3ccccc32)c(=O)n1-c1ccccc1)NCc1ccc(F)cc1 | 2.7% | 5.5% | -15.4%
Cc1cccc(NC(=O)c2oc3ccc(S(=O)(=O)N4CCCCC4)cc3c2C)c1C | -14.6% | -10.4% | -61.1%[inhibitor]
Cc1cccc(NC(=O)CCCCCn2c(=O)[nH]c3ccsc3c2=O)c1 | 8.7% | 27.2% | -58.5%[inhibitor]
Cc1cccc(C)c1NC(=O)Cn1c(=O)n(Cc2ccccc2Cl)c(=O)c2cccnc21 | 5.4% | 8.1% | i
COc1ccc(Cl)cc1Nc1ccc2cc(S(=O)(=O)N3CCCCC3)ccc2n1 | ? | ? | i
CCc1ccc(-c2nn(-c3ccc(OC)cc3)c3c2cnc2ccc(OC)cc23)cc1 | 7.2% | 9.9% | 7.1%
O=C(COc1ccccc1F)Nc1ccc2nc(SCC(=O)N3CCOCC3)sc2c1 | 17.1% | -2.1% | -95.9%

SMILES | FUS suppressor | TDP43 rescue | PTHR1 agonist
COc1ccc(-n2ccn(CC(=O)Nc3ccc(C)cc3C)c(=O)c2=O)cc1 | -3.2% | 4.6% | i
CCc1nn(CC(=O)NCc2cccc(OC)c2OC)c(=O)c2cc3occc3n12 | -6.2% | -7.8% | 5.9%
CC1(C)CC(=O)c2cc(-c3nc(-c4ccc(Cl)cc4)cs3)c(=O)n(-c3ccc(Cl)cc3)c2C1 | -15.2% | 13.8% | 12.1%
O=C(NCc1ccco1)c1ccc2c(c1)N(Cc1ccc(F)cc1)C(=O)c1ccccc1S2=O (stereo not drawn) | 40.3% | 5.5% | -26.3%
Cn1cnc(S(=O)(=O)N2CCC(C(=O)N3CCN(c4ccccc4F)CC3)CC2)c1 | 4.5% | 1.7% | i
Cc1onc(-c2ccc(F)cc2F)c1C(=O)Nc1cccc(C(F)(F)F)c1 | 8.0% | ? | -44.8%[inhibitor]
COc1ccc(N2CC(NC(=O)COc3ccccc3F)CC2=O)cc1OC (stereo not drawn) | 2.2% | 13.4% | i
Cc1cccc(OCCSc2nnc(-c3cccs3)o2)c1 | 12.9% | ? | i
Cc1ccc(C)c(Cn2c(=O)n(-c3ccc(F)cc3)c(=O)c3sc4ccccc4c32)c1 | -16.6% | 15.8% | -17.7%
CCOC(=O)c1cccc(NC(=O)CN2C(=O)CC(C)(C)Sc3ccccc32)c1 | ? | 10.8% | i

SMILES | FUS suppressor | TDP43 rescue | PTHR1 agonist
Cn1cc(-c2cc3n(n2)CCC(=O)N3CCCC(=O)Nc2ccccc2F)c2ccccc21 | ? | 5.0% | 5.1%
CC(=O)c1ccc(S(=O)(=O)Nc2cccc(-c3ccc(N4CCCCC4)nn3)c2)cc1 | 41.7% | 5.0% | -9.4%
COc1ccc(C(=O)Oc2c(Sc3ccc(Cl)cc3)c(C)nn2C(C)(C)C)cc1OC | 2.9% | 10.5% | -20.5%
Cc1cc(C)c(NC(=O)CN2C(=O)c3cccnc3Sc3ccccc32)c(C)c1 | 15.7% | 6.8% | -22.0%
CCOC(=O)Cn1c(=O)n(C2CCCCC2)c2nc(-c3cccc(C)c3)nc(C(N)=O)c21 | -12.1% | 17.7% | ?
CCOC(=O)c1ccccc1NC(=O)N1CCN(Cc2cc(=O)n3nc(-c4ccccc4)sc3n2)CC1 | 15.5% | 7.4% | i
Cc1cc(=O)n(CC(=O)N2CCCc3ccccc32)c2c1c(C)nn2-c1cccc(F)c1 | -25.7% | 23.5% | -4.4%
O=C(Nc1ccc2nc(SCC(=O)N3CCCc4ccccc43)sc2c1)c1ccccc1 | 43.5% | 8.9% | i
CCCC(=O)Nc1cc2nn(-c3ccccc3)nc2cc1C | 16.0% | 20.7% | -14.0%
CCc1nnc(SCc2ccc(OC)cc2)c2cc3sc(C)cc3n12 | -24.8% | -3.4% | -1.4%

SMILES | FUS suppressor | TDP43 rescue | PTHR1 agonist
COc1ccc(NC(=O)c2cnn(-c3ccc(F)cc3F)c2C2CCN(C(=O)OC(C)(C)C)CC2)cc1Cl | 12.6µM* | 16.4% | -7.7%
COc1ccc(NC(=O)CSc2nnc3c(C)cc4ccccc4n23)cc1 | -4.8% | 0.0% | -12.4%
CC1CCN(c2nn3c(=O)c(C(=O)NCc4ccc(Cl)cc4)cnc3s2)CC1 | -19.6% | 7.6% | i
COc1cccc(N2CC(NC(=O)COc3ccc4ccccc4c3)CC2=O)c1 (stereo not drawn) | 3.9% | 14.1µM* | -17.1%
CCCCc1ccc(NC(=O)c2cc(-c3ccc(C)c(F)c3)on2)cc1 | -18.9% | 12.5% | i
COc1ccc(CNC(=O)c2nn(-c3ccccc3C)nc2CO)cc1 | 16.5% | ? | i
CC(CNC(=O)c1cc(-c2ccccc2)n[nH]1)c1ccccc1 (stereo not drawn) | -0.3% | 35.5µM* | i
Cc1ccc(CNc2ccc(-c3nc(-c4cccnc4)no3)cc2[N+](=O)[O-])cc1 | -7.2% | 16.9% | -37.7%
Cc1ccc(C)c(NC(=O)CN2C(=O)CCc3cc(S(=O)(=O)N4CCCCC4)ccc32)c1 | ? | -3.3% | -7.0%
CC(C)CC(=O)Nc1ccc2nc(SCC(=O)N3CCc4ccccc43)sc2c1 | 3.4% | -2.1% | i
COCCNC(=O)c1[nH]c2cc(C)ccc2c1Sc1ccc(Cl)cc1 | -23.2% | 6.2% | i
